# OXTR potentiator: human OXTR potentiators, primary screen, fluorescence, CHO-OTR cells, Fluo-8 calcium; Oxytocin receptor (Homo sapiens), P30559; Fluo-8 calcium fluorescence, potentiator mode; 0% = oxytocin EC15, 100% = EC100; activation, % at 3 µM; hit rate 0.061% among 320,000; AID 2445, 2010;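 active = activation above that plate's cutoff, the mean activation of tested compounds plus 3 SD, cut at about 6.6% in these data, passing the limit was not always enough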;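 also: 100% uses oxytocin at 75 nM as the full agonist control; some results filed as inactive read as strong as hits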
# Target sequence (P30559 whole entry, looked up): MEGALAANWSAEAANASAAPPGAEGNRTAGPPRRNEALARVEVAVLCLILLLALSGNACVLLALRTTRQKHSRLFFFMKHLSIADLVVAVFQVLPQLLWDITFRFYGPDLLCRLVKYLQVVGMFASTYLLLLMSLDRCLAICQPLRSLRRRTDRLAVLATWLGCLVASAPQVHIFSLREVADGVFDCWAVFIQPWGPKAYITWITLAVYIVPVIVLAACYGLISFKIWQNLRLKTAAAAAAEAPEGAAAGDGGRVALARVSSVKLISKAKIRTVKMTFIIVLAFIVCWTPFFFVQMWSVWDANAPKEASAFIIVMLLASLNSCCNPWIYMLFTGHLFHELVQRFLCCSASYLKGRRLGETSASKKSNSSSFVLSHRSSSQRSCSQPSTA
#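 test system = CHO-OTR cells, human receptor | compound = single-point 3.0 µM | schedule = 6 min compound pre-incubation at room temperature, 100 s kinetic read | signal = Fluo-8 no-wash calcium dye fluorescence, excitation 470-495 nm, emission 515-575 nm | repeats = single well per compound, singlicate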
# M1 ag: human M1 muscarinic receptor agonists, primary screen, Fluo-8 calcium fluorescence, CHO-K1 cells, HTS; Muscarinic acetylcholine receptor M1 (Homo sapiens), P11229; hit rate 0.33% among 360,000; CHO-K1 hM1, agonist mode; 0% DMSO, 100% acetylcholine EC100; activation, % at 3 µM;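 active = activation above the run's mean compound activation plus 3 SD, cut at about 16% in these data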;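 also: peak over basal fluorescence ratio within a 140 s kinetic read after compound addition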
# TAAR1 antag: human TAAR1 antagonists, primary screen, Fluo-8 calcium fluorescence, CHO RD-HGA16 cells. Trace amine-associated receptor 1 (Homo sapiens), Q96RJ0. antagonist. inhibition, % at 3 µM. hit rate 1.5% among 360,000. AID 624466, 2012;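 active = inhibition above a per-plate cutoff, the mean inhibition of test compounds on that plate plus 3 SD, cut at about 49% in these data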;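 also: 0% = DMSO plus EC80 beta-PEA response and 100% = DMSO alone without agonist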
# Target sequence (Q96RJ0 whole entry, looked up): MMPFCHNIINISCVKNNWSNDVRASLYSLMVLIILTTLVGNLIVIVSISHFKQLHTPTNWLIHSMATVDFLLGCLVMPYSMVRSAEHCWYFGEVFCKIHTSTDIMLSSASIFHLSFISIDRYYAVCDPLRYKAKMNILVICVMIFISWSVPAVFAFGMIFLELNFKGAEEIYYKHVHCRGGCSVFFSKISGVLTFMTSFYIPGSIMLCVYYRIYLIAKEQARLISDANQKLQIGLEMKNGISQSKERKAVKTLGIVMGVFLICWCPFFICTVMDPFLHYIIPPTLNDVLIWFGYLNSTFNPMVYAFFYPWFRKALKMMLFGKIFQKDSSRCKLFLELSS
#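 Test system: hTAAR1-expressing CHO RD-HGA16 cells, Gα16-coupled; Probe or stimulus: EC80 β-phenethylamine stimulus; Compound dosing: single nominal final test compound concentration of 3 µM; Timing: 140 s kinetic read after compound, 140 s after agonist; Signal: Fluo-8 calcium-sensitive fluorescence; Measure: % inhibition of agonist calcium response; Controls: DMSO and EC80 PEA controls.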
# CHO-K1 Ca PAM: nonselective calcium activators in parental CHO-K1 cells, primary screen, counter-screen for M1 PAM project, cell-based, Fluo-8 calcium fluorescence, full deck, 1536-well. ATP EC20; 0% at ATP EC20, 100% at ATP max. activation, % at 3 µM. hit rate 0.02% among 360,000;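 active = activation above the run cutoff, the mean activation of all test compounds plus 3 SD, cut at about 40% in these data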;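 also: peak over basal fluorescence ratio in a 140 s read after ATP addition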
# V1aR counter: agonists of human V1a receptor, primary screen, counter-screen for OXTR agonist project, fluorescence, CHO-V1R cells; Vasopressin V1a receptor (Homo sapiens), P37288; Fluo-8 calcium fluorescence, agonist mode; 0% DMSO, 100% 3 nM vasopressin; activation, % at 3 µM; hit rate 0.25% among 320,000; AID 2797, 2010;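 active = activation above the mean activation of all tested compounds plus 3 SD, per screening run, cut at about 20% in these data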;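 also: signal is peak over basal fluorescence ratio across a 100 second FLIPR read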
# CHO-K1 Ca ag: counter-screen for M1 agonists: effect in parental CHO-K1 cells; Fluo-8 calcium fluorescence; scaled to maximal ATP response, vehicle zero; activation, % at 3 µM; hit rate 0.48% among 360,000; in the data active = activation above about 15%;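 also: untransfected CHO-K1 host cells lacking M1 receptor as counterscreen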
# TAAR1 ag: human TAAR1 agonists, primary screen, Fluo-8 calcium fluorescence, CHO RD-HGA16 cells | vehicle wells 0%, saturating PEA agonist 100% | activation, % at 3 µM | hit rate 0.99% among 360,000 | AID 624467, 2012;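 active = activation above the mean activation of all test compounds in the run plus 3 SD, cut at about 38% in these data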
#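 System: CHO-derived RD-HGA16 cells with stable Gα16 and human TAAR1 / Times: 17-24 h plating, Fluo-8 75 min 37 °C, 30 min RT / Technique: calcium-sensitive Fluo-8 signal, excitation 470-495, emission 515-575 nm / Measure: % activation relative to PEA EC100 response / Benchmarks: DMSO and PEA EC100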
# CHO parental Ca: ATP-evoked calcium signal inhibitors, parental CHO, primary screen, counter-screen for OX1R antagonist project, cell-based, fluorescence, Fluo-8 calcium dye; hit rate 0.63% among 330,000; parental CHO-K1, ATP-induced calcium, Fluo-8 fluorescence; inhibition, % at 5.6 µM;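 active = inhibition above that plate's mean sample inhibition plus 3 SD, cut at about 26% in these data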;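 also: 0% = ATP-challenged DMSO wells and 100% = DMSO wells without ATP; some compounds past the cut are filed as inactive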
#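 Measured by: calcium-sensitive Fluo-8 fluorescence / Test system: CHO parental line / Controls: ATP-challenged DMSO wells low, unchallenged DMSO wells high / Measure: % inhibition / Compound: single nominal dose of 5.6 µM per compound / Replicates: single well per compound, no replicates / Reagent: ATP as calcium-mobilizing challenge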
# CHO-K1 Ca antag: nonselective inhibitor or artifact in parental CHO-K1 cells | ATP-induced calcium, Fluo-8 fluorescence | inhibition, % at 3 µM | hit rate 0.6% among 360,000;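 active = inhibition above a per-plate cutoff, the plate's mean sample inhibition plus 3 SD, cut at about 24% in these data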;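 also: 0% = DMSO plus EC80 ATP and 100% = DMSO alone without ATP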
# Numbers without * were called inactive; x = no result given.
SMILES,OXTR potentiator,M1 ag,TAAR1 antag,CHO-K1 Ca PAM,V1aR counter,CHO-K1 Ca ag,TAAR1 ag,CHO parental Ca,CHO-K1 Ca antag
CS(=O)(=O)N(CC(=O)Nc1ccc(Br)cc1F)C1CCCCC1,-10,-3,-23,10,-0.2,0.5,2,-9,-5
CCOc1ccc(NC(=O)C2CCCN(S(=O)(=O)c3ccc4c(c3)C(C)(C)C(=O)N4C)C2)cc1 (centres undefined),x,-6,-21,10,x,0.4,-1,x,-12
Cc1sc2nc(CN3CCCC3)nc(N3CCC(C(N)=O)CC3)c2c1C,-12,-5,3,15,0.0,0.7,9,8,-4
COc1ccc(CCN(C(=O)C(F)(F)F)C(C(=O)NC2CCCCC2)c2ccc(C)s2)cc1OC (centres undefined),-9,-7,-33,13,-0.5,-0.2,-1,-31,-22
Fc1ccc(Nc2ncnc3sccc23)cc1,-5,-4,-4,6,2.1,2.5,1,-1,-18
Cc1ccccc1NCC(=O)N/N=C/c1ccc([N+](=O)[O-])cc1,-2,-2,-7,18,0.5,3.6,8,-2,-11
CCN(C(=O)COC(=O)/C=C/c1nc2ccccc2s1)c1c(N)n(Cc2ccccc2)c(=O)[nH]c1=O,x,-4,-14,19,x,0.0,1,x,-14
C[C@@]12CCC3[C@@](CCC4[C@@]3(C)CCC[C@@]4(C)C(=O)N3CCOCC3)(CC1=O)C2 (some centres undefined),4,-7,19,6,0.4,4.3,4,-7,0
Cc1cc(Cl)ccc1NC(=S)NCc1ccc(Cl)cc1,-20,2,29,-3,10,7.5,16,11,21
CCN(CC(=O)Nc1c(F)cccc1F)C(=O)CCCc1nc2ccccc2c(=O)[nH]1,3,-2,-7,-10,0.3,1.2,2,-14,-4
O=C(Nc1ccccc1)N1C(=O)C2(OCCO2)c2ccccc21,-10,-1,3,19,-0.1,0.3,2,-4,-7
Cc1cc(C)cc(CC2CC(=O)N(c3ccc([N+](=O)[O-])cc3)C2=O)c1 (centres undefined),-8,-6,-23,-21,-1.2,0.1,-3,-4,10
COc1ccccc1CNC(=O)Cn1cccc1C(=O)c1ccccc1C,-5,-9,-19,26,0.7,2.8,-1,-14,-25
Cc1ccc(-c2nc3[nH]c(=O)cc(NC(=O)C(C)C)n3n2)cc1,-2,-4,-18,20,0.0,0.8,4,9,-18
COc1ccc(CN=C2NC(=O)CC(C(=O)Nc3ccc(F)cc3)S2)cc1 (centres undefined),-3,-5,-9,19,0.6,0.5,4,-5,-21
CCOC(=O)c1cnn(-c2ccccc2)c1NC(=O)CN1CCOCC1,-1,4,-36,23,-0.2,-0.1,1,-8,-8
Cn1c(-c2ccc3c(c2)OCO3)cnc1NCc1ccccc1Cl,-18,-5,9,8,6.2,3.2,18,-15,-8
C=CCn1c(COc2ccc(OC)cc2)nnc1SCn1nnc2ccccc2c1=O,-9,-7,-4,12,2.4,2.8,7,-15,-11
O=C(Nc1ccc2nc(-c3cccnc3)[nH]c2c1)C1CCCCC1,-1,-2,8,13,3.4,1.1,1,-17,5
COc1ccccc1NC(=O)c1oc2ccccc2c1NC(=O)C1CC1,-7,0,0,1,-1.2,-0.6,1,-23,-3
COCCNC(=S)N(CCCN(C)C)Cc1cc2cc3c(cc2[nH]c1=O)OCCO3,-8,-7,0,10,-0.3,-0.2,2,-10,-6
NC(=O)CSc1nnnn1-c1ccc(OC(F)(F)F)cc1,3,-7,0,26,0.3,0.6,-2,0,-6
COc1cccc(-c2csc(Nc3ccc(Oc4ccccc4)cc3)n2)c1,x,-5,34,-3,x,0.0,-1,x,2
COC(=O)Cc1c(OC)ccn(CCc2c[nH]c3ccccc23)c1=O,-8,-1,-10,12,0.4,0.6,1,-6,-12
COc1ccc(N(C(=O)c2cnccn2)C(C(=O)NC2CCCCC2)c2ccc(Cl)cc2)cc1 (centres undefined),-2,-2,2,0,0.2,0.2,5,-1,7
COC(=O)C1=C(N)OC2=C(C(=O)CCC2)C1c1ccccc1OC (centres undefined),-3,-2,-21,3,0.6,0.2,1,-5,-7
Cc1cc(C)cc(NC(=S)N2CCC(NC(=O)c3ccco3)CC2)c1,-5,-5,-8,15,0.5,0.1,0,4,-7
COc1ccc(CCOC(=O)c2ccc(NC(=O)CC#N)cc2)cc1,-11,1,45,-15,-1.0,3.6,15,4,-3
c1ccc(OCCSc2ncnc3nc[nH]c23)cc1,-4,1,-15,10,3.9,2.1,9,-10,-5
COc1ccc(CN2CCNC(=O)C2CC(=O)NCc2csc(C)n2)c(F)c1 (centres undefined),-10,-3,-6,-10,0.0,0.5,2,-12,-7
CC1C=CC(C)C(C(=O)c2ccccc2)C1C(=O)c1ccccc1 (centres undefined),x,-6,-22,-12,x,-0.3,5,x,0
C=CCC[C@H](Cc1ccc(F)cc1)C(=O)OC[C@H](Cc1c[nH]c2ccccc12)NC(=O)[C@H](CC=C)CC(=O)N[C@H](CO)Cc1ccccc1,-8,-5,0,11,2.0,-0.1,0,-11,-14
Cc1c(N=Cc2cc(Br)cc(Br)c2O)cccc1C(=O)O,-1,-2,-7,14,-0.8,0.9,6,-5,-5
CC(=O)Nc1cccc(NS(=O)(=O)c2c(C)noc2C)c1,2,-1,4,19,-0.1,1.0,4,-8,-3
CC(C)(C)NC(=O)COC(=O)CNC(=O)c1cc(Cl)cc([N+](=O)[O-])c1,3,-6,0,9,1.2,0.4,1,-5,2
O=C(CN1C(=O)CC(c2ccco2)Sc2ccccc21)Nc1ccccc1F (centres undefined),-8,-3,-23,15,-0.3,1.2,0,-15,-4
Cc1ccc(NC(=O)COc2cccc3ccc(C)nc23)c(Br)c1,-12,-8,89*,12,3.9,3.2,87*,-6,-3
COCCSc1ccccc1C(=O)N1CCc2ccccc21,x,-9,-19,16,x,0.7,0,x,-6
Fc1ccc(C2CC(c3ccco3)n3ncnc3N2)cc1 (centres undefined),-6,-7,15,-3,1.2,-0.2,1,-2,-2
CC1CN(C(=O)Cn2c(=O)oc3ccccc32)CC(C)O1 (centres undefined),-6,-1,7,1,2.4,0.1,0,0,9
O=C1OC(C(=O)O)Cc2ccccc21 (centres undefined),-3,-3,-24,9,1.6,-0.1,0,-10,2
COc1ccc(N(C)S(=O)(=O)c2cccc(C(=O)OC(C)C(=O)NC3CCCCC3C)c2)cc1 (centres undefined),-16,-3,2,-7,0.3,5.3,4,-18,-6
COc1cc(OC)c(NC(=O)CCCNC(=O)Cn2cnc3sc(C)c(C)c3c2=O)cc1Cl,-9,-10,-19,8,1.1,0.0,-1,-20,9
CCOC(=O)C1CCCN(C(=O)c2cc3c(=O)n(C)c4ccccc4c3n2C)C1 (centres undefined),5,0,-1,0,-1.5,1.0,-2,-20,6
O=C(Nc1nccs1)C1CC(=O)N(c2ccccc2)C1 (centres undefined),-7,-5,-18,9,0.3,9.1,3,-7,-5
Cc1ccc(-c2cc(C(F)F)nc(S(C)(=O)=O)n2)cc1,-7,-5,-32,17,-0.2,-0.4,-1,-13,-17
Fc1cccc(Cl)c1Cn1nnc(-c2ccc3c(c2)OCO3)n1,-18,-5,11,16,-0.2,0.5,6,2,-4
C=CCNc1sc(C(=O)c2ccc(C)cc2)c(N)c1C#N,-6,-3,-17,16,-1.9,-0.3,5,-29,-7
Cc1ccc(OCc2nnc(SCC(=O)Nc3sc(C)c(C)c3C#N)n2C)cc1,-19,-3,46,-5,-0.5,-1.1,54*,1,-7
CC(=O)N1CCN(C(=O)/C(C#N)=C/c2ccc3c(c2)OCO3)CC1,-7,4,-9,9,2.9,0.4,3,-8,-12
COc1cccc(C(C)(O)c2nc(-c3ccc(Cl)cc3)cs2)c1 (centres undefined),x,-2,-9,7,x,2.7,2,x,-1

# Grouped by structure, those above with a Cl atom (7)
SMILES,OXTR potentiator,M1 ag,TAAR1 antag,CHO-K1 Ca PAM,V1aR counter,CHO-K1 Ca ag,TAAR1 ag,CHO parental Ca,CHO-K1 Ca antag
Cc1cc(Cl)ccc1NC(=S)NCc1ccc(Cl)cc1,-20,2,29,-3,10,7.5,16,11,21
Cn1c(-c2ccc3c(c2)OCO3)cnc1NCc1ccccc1Cl,-18,-5,9,8,6.2,3.2,18,-15,-8
COc1ccc(N(C(=O)c2cnccn2)C(C(=O)NC2CCCCC2)c2ccc(Cl)cc2)cc1 (centres undefined),-2,-2,2,0,0.2,0.2,5,-1,7
CC(C)(C)NC(=O)COC(=O)CNC(=O)c1cc(Cl)cc([N+](=O)[O-])c1,3,-6,0,9,1.2,0.4,1,-5,2
COc1cc(OC)c(NC(=O)CCCNC(=O)Cn2cnc3sc(C)c(C)c3c2=O)cc1Cl,-9,-10,-19,8,1.1,0.0,-1,-20,9
Fc1cccc(Cl)c1Cn1nnc(-c2ccc3c(c2)OCO3)n1,-18,-5,11,16,-0.2,0.5,6,2,-4
COc1cccc(C(C)(O)c2nc(-c3ccc(Cl)cc3)cs2)c1 (centres undefined),x,-2,-9,7,x,2.7,2,x,-1
